Keap1-Nrf2 PPI: disrupts human Keap1 binding to Nrf2 peptide; AID 504523; inhibition, % at 9.4 µM; hit rate 0.15% among 340,000; Keap1 Kelch-Nrf2 peptide fluorescence polarization, 1536-well; in the data active = inhibition above about 12%;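 also: human Keap1 Kelch domain with fluorescein labeled Nrf2 9mer peptide probe; 0% = neutral control wells and 100% = peptide positive control; higher means more block of Keap1 binding to Nrf2 peptide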
Rtt109 Vps75: inhibitors of Candida albicans Rtt109/Vps75 histone acetyltransferase; purified Rtt109/Vps75, ThioGlo CoA-SH fluorescence, 4 h; AID 540336; inhibition, % at 34.9 µM; Q5AAJ8; hit rate 0.16% among 330,000;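 active = inhibition of at least 50% in every replicate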
RTF Ca sens inh: cardiac RTF calcium desensitization | IANBD-labeled cardiac RTF, Ca2+ fluorescence | inhibition, % at 7.15 µM | P19429+P45379 | AID 493244 | hit rate 0.12% among 340,000;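 active = inhibition above the mean inhibition of all tested compounds plus 3 SD, cut at about 17% in these data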;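 also: assay run at fixed EC70 calcium of 1.6 mM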
DAGLB inhibitor: diacylglycerol lipase beta (human) inhibition. AID 504411. inhibition, % at 5.17 µM. HEK293T DAGLB membrane lysate, EnzChek fluorogenic substrate. hit rate 0.059% among 340,000; in the data active = inhibition above about 34%;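 also: 0% = enzyme with vehicle and 100% = wells lacking enzyme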
Target sequence (Q8NCG7 whole entry, looked up): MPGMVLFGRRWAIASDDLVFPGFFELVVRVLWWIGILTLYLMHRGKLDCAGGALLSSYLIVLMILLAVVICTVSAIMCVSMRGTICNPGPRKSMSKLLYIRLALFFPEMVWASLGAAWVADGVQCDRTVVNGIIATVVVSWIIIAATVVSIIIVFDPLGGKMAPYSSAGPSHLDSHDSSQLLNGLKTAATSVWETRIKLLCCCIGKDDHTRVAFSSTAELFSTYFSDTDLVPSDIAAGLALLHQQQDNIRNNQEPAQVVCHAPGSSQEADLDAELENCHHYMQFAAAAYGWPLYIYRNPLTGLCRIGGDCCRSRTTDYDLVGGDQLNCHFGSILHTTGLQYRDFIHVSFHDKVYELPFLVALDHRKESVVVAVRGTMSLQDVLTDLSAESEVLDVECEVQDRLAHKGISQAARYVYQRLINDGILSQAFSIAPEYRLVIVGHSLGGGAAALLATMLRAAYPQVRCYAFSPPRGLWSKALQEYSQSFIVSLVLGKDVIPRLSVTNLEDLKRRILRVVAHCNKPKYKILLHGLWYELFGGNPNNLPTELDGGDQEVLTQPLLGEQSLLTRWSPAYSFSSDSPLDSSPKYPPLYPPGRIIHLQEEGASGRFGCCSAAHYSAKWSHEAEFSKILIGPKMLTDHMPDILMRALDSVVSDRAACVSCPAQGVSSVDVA
CAL PDZ FP-1: inhibitors of human CAL PDZ peptide binding; Q9HD26; purified CAL PDZ, TMR-peptide fluorescence polarization, 1 h; inhibition, % at 20 µM; hit rate 0.02% among 330,000; AID 504414;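 active = highest replicate inhibition of at least 40%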;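 also: plate controls were DMSO neutral control wells for no effect and unlabeled competitor peptide control wells for full effect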
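Material – purified CerCALP PDZ construct · Detection – FP readout, S and P plane fluorescence · Measure – percent inhibition from loss of millipolarization · Controls – unlabelled peptide for full inhibition, DMSO wells as neutral · Probe or stimulus – TMR-labelled reporter peptide T*-PRC34 bound in PDZ groove · Times – 1 h at RT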
LANA DNA inh: blocks KSHV LANA C-terminal domain binding to DNA; MBP-C-LANA/FAM-LBS DNA binding, fluorescence polarization; hit rate 0.078% among 340,000; AID 504423; inhibition, % at 9 µM;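 active = highest replicate inhibition at or above 60% at 9 µM, even if other replicates fall short; inactive = all replicates below 60% inhibition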;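 also: 0% = neutral control wells and 100% = 4 µM acridine orange control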
RTF Ca sens act: increases calcium sensitivity of human cardiac regulated thin filaments. P19429+P45379. IANBD-labeled TnC RTF fluorescence at EC20 calcium; 0% EC20 calcium, 100% full calcium. activation, % at 7.2 µM. hit rate 0.24% among 340,000. AID 493008;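 active = activation above the mean over all tested compounds plus 3 SD, cut at about 30% in these data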;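 also: rise in fluorescence read as greater calcium sensitivity of cardiac thin filaments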
CAL PDZ FP-2: blocks peptide binding to the human CAL PDZ domain | hit rate 0.92% among 300,000 | AID 602252 | Q9HD26 | inhibition, % at 24.9 µM | purified CAL PDZ, TMR-peptide fluorescence polarization, 1 h;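 active = mean inhibition of at least 30% with at least half of replicates also reaching 30%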;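 also: 0% = DMSO neutral control and 100% = excess unlabeled competitor peptide PRC23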
SR-BI uptake up: enhances SR-BI lipid uptake from DiI-HDL. CHO ldlA[mSR-BI] cells, DiI-HDL uptake fluorescence, 3 h; 100 = double the neutral-control signal. activation, % at 12.5 µM. hit rate 0.096% among 320,000;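 active = mean replicate activation of at least 60% and every replicate at or above 60%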;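 also: 0% = median plate neutral-control signal and 100% = twice that signal; values of inactives mirror those of a sister screen read the other way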
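system = CHO ldlA[mSR-BI] cells, LDL receptor-null, SR-BI overexpressing | medium = Ham's F12 with 0.5% BSA, HEPES 25 mM, pH 7.4 | probe or stimulus = DiI-HDL 10 µg/mL | compound dosing = single-point compound dose | incubation = compound exposure 3 h, 37 °C | technique = DiI fluorescence, bottom read | read-out = cell-associated DiI fluorescence as measure of HDL uptake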
PKA-R2B act: activates the human PKA-R2B holoenzyme complex. PKA-R2B holoenzyme dissociation, Cy5-IP20 fluorescence polarization; R2B truncated from residue 108, S112A mutant; 0% DMSO only, 100% 113 µM cGMP. activation, % at 11.4 µM. hit rate 0.079% among 340,000. AID 504700;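 active = activation above a cutoff set at the mean over all compounds plus 3 SD, cut at about 18% in these data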;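 also: higher means more holoenzyme dissociation and a rise in polarization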
Target sequence (P31323 whole entry, looked up, other chains not shown, the tested form may be a part): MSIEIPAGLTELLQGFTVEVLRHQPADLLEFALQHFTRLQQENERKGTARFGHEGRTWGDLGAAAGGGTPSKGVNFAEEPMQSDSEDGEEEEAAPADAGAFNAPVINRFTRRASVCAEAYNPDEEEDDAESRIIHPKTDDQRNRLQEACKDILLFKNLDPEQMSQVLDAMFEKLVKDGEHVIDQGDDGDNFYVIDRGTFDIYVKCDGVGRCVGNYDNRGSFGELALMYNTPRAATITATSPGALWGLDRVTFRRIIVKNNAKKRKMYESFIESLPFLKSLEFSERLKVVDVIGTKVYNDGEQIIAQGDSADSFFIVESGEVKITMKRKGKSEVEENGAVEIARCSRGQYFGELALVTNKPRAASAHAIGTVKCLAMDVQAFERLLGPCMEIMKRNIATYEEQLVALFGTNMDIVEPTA
Active calls of the source: *.

`COc1ccc(CN(C(=O)c2nsc(Cl)c2Cl)C(C(=O)NC2CCCC2)c2ccc(OC)cc2)cc1` (stereo unspecified) gave Keap1-Nrf2 PPI -7, Rtt109 Vps75 7, RTF Ca sens inh -20, DAGLB inhibitor -2, CAL PDZ FP-1 -2.8, LANA DNA inh 0.0, RTF Ca sens act -9, CAL PDZ FP-2 -2, SR-BI uptake up 25 and PKA-R2B act -7.
COc1ccc(/C(C)=N/Nc2nc3ccccc3nc2C)cc1OC was read as Keap1-Nrf2 PPI -1, Rtt109 Vps75 3, RTF Ca sens inh -4, DAGLB inhibitor -4, CAL PDZ FP-1 -2.6, LANA DNA inh 0.3, RTF Ca sens act -3, CAL PDZ FP-2 -1, SR-BI uptake up -32 and PKA-R2B act -2.
`COc1cccc(/C=N/n2c(=O)[nH]c3ccccc32)c1OC` gave Keap1-Nrf2 PPI -3, Rtt109 Vps75 3, RTF Ca sens inh -10, DAGLB inhibitor 1, CAL PDZ FP-1 -1.1, LANA DNA inh 0.0, RTF Ca sens act 7, CAL PDZ FP-2 -4, SR-BI uptake up 1 and PKA-R2B act -11.
`CC(=O)Nc1ccc(S(=O)(=O)NC2CC(=O)N(c3cccc(F)c3)C2)cc1` (stereo unspecified) gave Keap1-Nrf2 PPI 3, Rtt109 Vps75 -25, RTF Ca sens inh -2, DAGLB inhibitor 1, CAL PDZ FP-1 0.0, LANA DNA inh 1.0, RTF Ca sens act 5, CAL PDZ FP-2 -10, SR-BI uptake up 6 and PKA-R2B act 1.
`Cc1ccc2cc3cc(C(=O)NCc4ccc5c(c4)OCO5)oc3nc2c1` gave Keap1-Nrf2 PPI -5, Rtt109 Vps75 -3, RTF Ca sens inh -10, DAGLB inhibitor -4, CAL PDZ FP-1 -1.0, LANA DNA inh -0.4, RTF Ca sens act 8, CAL PDZ FP-2 4, SR-BI uptake up 23 and PKA-R2B act -11.
O=C(COc1ccc([N+](=O)[O-])cc1Cl)Nc1ccc2[nH]c(=O)[nH]c2c1 was read as Keap1-Nrf2 PPI 2, Rtt109 Vps75 0, RTF Ca sens inh 3, DAGLB inhibitor -1, CAL PDZ FP-1 0.6, LANA DNA inh 4.5, RTF Ca sens act 3, CAL PDZ FP-2 4, SR-BI uptake up -6 and PKA-R2B act -10.
O=C(COc1ccccc1)NCc1ccc2c(c1)OCO2 was read as Keap1-Nrf2 PPI -10, RTF Ca sens inh -5, DAGLB inhibitor -1, CAL PDZ FP-1 -3.0, LANA DNA inh -0.8, RTF Ca sens act 9, CAL PDZ FP-2 1 and PKA-R2B act 0.
For O=C(CC(C(=O)NCc1ccccc1)c1nc2ccccc2c(=O)[nH]1)NCc1ccccc1 (stereo unspecified) the results were Keap1-Nrf2 PPI -4, RTF Ca sens inh -5, DAGLB inhibitor 0, CAL PDZ FP-1 0.0, LANA DNA inh -0.8, RTF Ca sens act -1, CAL PDZ FP-2 3, SR-BI uptake up 12 and PKA-R2B act 4.
Screening Cc1cc(C)nc(NS(=O)(=O)c2ccc(N=Cc3c(C)[nH]n(-c4ccccc4)c3=O)cc2)n1 returned Keap1-Nrf2 PPI -2, Rtt109 Vps75 3, RTF Ca sens inh -13, DAGLB inhibitor 2, CAL PDZ FP-1 -2.4, LANA DNA inh 2.1, RTF Ca sens act 2, CAL PDZ FP-2 -4, SR-BI uptake up 42 and PKA-R2B act -1.
`COC(=O)[C@H](CCSC)NC(=O)Nc1ccc(OC)cc1OC` gave Keap1-Nrf2 PPI -2, Rtt109 Vps75 6, RTF Ca sens inh -2, DAGLB inhibitor 0, CAL PDZ FP-1 0.9, LANA DNA inh 0.8, RTF Ca sens act -4, CAL PDZ FP-2 2, SR-BI uptake up -2 and PKA-R2B act -6.
`CC(C)C(NS(=O)(=O)c1cccs1)C(=O)NCc1ccc2c(c1)OCO2` (stereo unspecified) gave Keap1-Nrf2 PPI -1, Rtt109 Vps75 -3, RTF Ca sens inh -4, DAGLB inhibitor 0, CAL PDZ FP-1 -0.9, LANA DNA inh -3.3, RTF Ca sens act -1 and PKA-R2B act 1.
`COc1ccc(N(CC(=O)NCc2ccco2)S(=O)(=O)c2ccc(OC)c(OC)c2)cc1` gave Keap1-Nrf2 PPI 1, Rtt109 Vps75 -5, RTF Ca sens inh -7, DAGLB inhibitor 0, CAL PDZ FP-1 -3.2, LANA DNA inh -1.2, RTF Ca sens act 6, SR-BI uptake up 8 and PKA-R2B act -3.
`CCc1ccc2oc(C(=O)NCc3ccncc3)c(C)c2c1` gave Keap1-Nrf2 PPI -3, Rtt109 Vps75 11, RTF Ca sens inh -1, DAGLB inhibitor 1, CAL PDZ FP-1 -2.4, LANA DNA inh -0.3, RTF Ca sens act 2, SR-BI uptake up -21 and PKA-R2B act 2.
Cc1cc(C(=O)COC(=O)c2csc3c2CCCC3)c(C)n1C was read as Keap1-Nrf2 PPI 2, Rtt109 Vps75 -14, RTF Ca sens inh -7, DAGLB inhibitor -1, CAL PDZ FP-1 -6.1, LANA DNA inh 0.1, RTF Ca sens act -4, CAL PDZ FP-2 -2, SR-BI uptake up -19 and PKA-R2B act 9.
`O=C(NCc1nnc(SCC(=O)N2CCCC2)o1)c1c(F)cccc1Cl` gave Keap1-Nrf2 PPI -1, Rtt109 Vps75 5, RTF Ca sens inh -8, DAGLB inhibitor -3, CAL PDZ FP-1 -2.9, LANA DNA inh -1.2, RTF Ca sens act -1, CAL PDZ FP-2 -4, SR-BI uptake up -1 and PKA-R2B act 12.
Cc1ccc(CC(=O)Nc2cccnc2)cc1 was read as Keap1-Nrf2 PPI -5, RTF Ca sens inh 11, DAGLB inhibitor 3, CAL PDZ FP-1 -2.1, LANA DNA inh 0.3, RTF Ca sens act -8, CAL PDZ FP-2 -1, SR-BI uptake up -6 and PKA-R2B act 5.
For COC(=O)c1ccc(C(=O)N2CCCC(Nc3ccc(C(C)C)cc3)C2)nc1 (stereo unspecified) the results were Keap1-Nrf2 PPI -2, Rtt109 Vps75 1, RTF Ca sens inh -5, DAGLB inhibitor 1, CAL PDZ FP-1 0.1, LANA DNA inh 1.7, RTF Ca sens act 5, CAL PDZ FP-2 -8, SR-BI uptake up 0 and PKA-R2B act -4.
Cc1ccc(/C=C2\SC(N)=NC2=O)s1 was read as Keap1-Nrf2 PPI 0, Rtt109 Vps75 20, RTF Ca sens inh -11, DAGLB inhibitor 0, CAL PDZ FP-1 -3.4, LANA DNA inh 1.8, RTF Ca sens act -8, CAL PDZ FP-2 0, SR-BI uptake up 15 and PKA-R2B act -10.
C=CCn1c(SCc2cc(=O)n3ccsc3n2)nc2scc(C3CC3)c2c1=O was read as Keap1-Nrf2 PPI -2, Rtt109 Vps75 0, RTF Ca sens inh -14, DAGLB inhibitor 0, CAL PDZ FP-1 0.1, LANA DNA inh -1.2, RTF Ca sens act 0, CAL PDZ FP-2 -3 and PKA-R2B act 0.
`NC(=O)COc1ccccc1C(=O)O` gave Keap1-Nrf2 PPI 1, Rtt109 Vps75 -6, RTF Ca sens inh 6, DAGLB inhibitor 3, CAL PDZ FP-1 0.1, LANA DNA inh 1.9, RTF Ca sens act 3, CAL PDZ FP-2 -8, SR-BI uptake up 25 and PKA-R2B act -17.
O=C(NCC(c1ccco1)N1CCc2ccccc21)c1c(F)cccc1F (stereo unspecified) was read as Keap1-Nrf2 PPI -4, Rtt109 Vps75 -7, RTF Ca sens inh -45, DAGLB inhibitor 1, CAL PDZ FP-1 -2.3, LANA DNA inh 0.4, RTF Ca sens act 4, CAL PDZ FP-2 -3, SR-BI uptake up -14 and PKA-R2B act -18.
Screening CCN(CC)C(=O)CSc1nc2cc(S(=O)(=O)N3CCOCC3)ccc2n1CC returned Keap1-Nrf2 PPI 2, Rtt109 Vps75 -4, RTF Ca sens inh -5, DAGLB inhibitor 3, CAL PDZ FP-1 -1.5, LANA DNA inh 1.4, RTF Ca sens act -1, CAL PDZ FP-2 -10, SR-BI uptake up 4 and PKA-R2B act 5.
Screening CC(=O)Nc1ccc(S(=O)(=O)N2CCC(C(=O)NCCc3c[nH]c4ccccc34)CC2)cc1 returned Keap1-Nrf2 PPI -1, Rtt109 Vps75 -4, RTF Ca sens inh -4, DAGLB inhibitor -1, CAL PDZ FP-1 -0.9, LANA DNA inh 0.5, RTF Ca sens act 3, CAL PDZ FP-2 5, SR-BI uptake up 22 and PKA-R2B act 0.
`O=C(CSc1nnc(-c2ccccc2)n1Cc1ccccc1)N1CCOCC1` gave Keap1-Nrf2 PPI -2, Rtt109 Vps75 0, RTF Ca sens inh 4, DAGLB inhibitor 1, LANA DNA inh 0.4, RTF Ca sens act 8, CAL PDZ FP-2 1, SR-BI uptake up -10 and PKA-R2B act -2.
`NC(=O)NC(CC(=O)NCCc1ccc(S(N)(=O)=O)cc1)c1ccccc1Cl` (stereo unspecified) gave Keap1-Nrf2 PPI 2, Rtt109 Vps75 18, RTF Ca sens inh 3, DAGLB inhibitor -1, CAL PDZ FP-1 0.0, LANA DNA inh -1.3, RTF Ca sens act 4, CAL PDZ FP-2 -3, SR-BI uptake up 27 and PKA-R2B act 5.
`COc1cc2c(cc1OC)-c1nnc(-c3cccs3)n1C1(CCCC1)C2` gave Keap1-Nrf2 PPI -5, Rtt109 Vps75 -5, RTF Ca sens inh 0, DAGLB inhibitor -2, CAL PDZ FP-1 -0.5, LANA DNA inh 1.3, RTF Ca sens act 1, SR-BI uptake up 38 and PKA-R2B act -15.

Fetched one by one from above (3):
Screening CCN(CC)C(=O)CSc1nc2cc(S(=O)(=O)N3CCOCC3)ccc2n1CC returned Keap1-Nrf2 PPI 2, Rtt109 Vps75 -4, RTF Ca sens inh -5, DAGLB inhibitor 3, CAL PDZ FP-1 -1.5, LANA DNA inh 1.4, RTF Ca sens act -1, CAL PDZ FP-2 -10, SR-BI uptake up 4 and PKA-R2B act 5.
`O=C(CSc1nnc(-c2ccccc2)n1Cc1ccccc1)N1CCOCC1` gave Keap1-Nrf2 PPI -2, Rtt109 Vps75 0, RTF Ca sens inh 4, DAGLB inhibitor 1, LANA DNA inh 0.4, RTF Ca sens act 8, CAL PDZ FP-2 1, SR-BI uptake up -10 and PKA-R2B act -2.
`COc1cc2c(cc1OC)-c1nnc(-c3cccs3)n1C1(CCCC1)C2` gave Keap1-Nrf2 PPI -5, Rtt109 Vps75 -5, RTF Ca sens inh 0, DAGLB inhibitor -2, CAL PDZ FP-1 -0.5, LANA DNA inh 1.3, RTF Ca sens act 1, SR-BI uptake up 38 and PKA-R2B act -15.

From PubChem
